# ROMK primary – human ROMK K+ channel modulation, primary screen | P48048 | Tet-inducible ROMK, thallium flux fluorescence; actives lie on both sides | B-score at 10 µM | 2% of 130,000 active;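 active = signal ratio slope over the read window, or its plate-corrected B-score, at least 3 SD from the plate mean, either direction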;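 note: B-score of the F/F0 ratio slope over 7 to 12 s after thallium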
# Target sequence (P48048 whole entry, looked up): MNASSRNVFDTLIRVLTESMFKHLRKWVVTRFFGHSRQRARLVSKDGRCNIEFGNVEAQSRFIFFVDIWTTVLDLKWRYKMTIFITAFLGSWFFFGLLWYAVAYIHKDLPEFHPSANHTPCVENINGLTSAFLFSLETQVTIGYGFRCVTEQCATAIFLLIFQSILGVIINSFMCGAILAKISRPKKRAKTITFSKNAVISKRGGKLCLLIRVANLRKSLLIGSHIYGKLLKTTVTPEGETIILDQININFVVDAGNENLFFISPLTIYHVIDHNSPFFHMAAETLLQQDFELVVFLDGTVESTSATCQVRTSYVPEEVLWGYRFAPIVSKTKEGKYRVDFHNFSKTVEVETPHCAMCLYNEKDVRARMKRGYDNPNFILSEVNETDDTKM
# S1P3 antag – S1P3 (human) receptor antagonism; Q99500; CHO S1P3 NFAT-BLA reporter, FRET fluorescence, antagonist mode; inhibition, % at 4.98 µM; 0.27% of 170,000 active; AID 485;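 active = inhibition above the plate cutoff, the mean inhibition of test wells on that plate plus 3 SD, cut at about 28% in these data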;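 note: cells challenged with S1P at its EC80 of 0.8 µM; blue over green emission ratio from cleaved BLA substrate after 4 h stimulation; 0% = S1P-stimulated wells and 100% = unstimulated DMSO-only wells; some compounds past the cut are filed as inactive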
# Target sequence (Q99500 whole entry, looked up): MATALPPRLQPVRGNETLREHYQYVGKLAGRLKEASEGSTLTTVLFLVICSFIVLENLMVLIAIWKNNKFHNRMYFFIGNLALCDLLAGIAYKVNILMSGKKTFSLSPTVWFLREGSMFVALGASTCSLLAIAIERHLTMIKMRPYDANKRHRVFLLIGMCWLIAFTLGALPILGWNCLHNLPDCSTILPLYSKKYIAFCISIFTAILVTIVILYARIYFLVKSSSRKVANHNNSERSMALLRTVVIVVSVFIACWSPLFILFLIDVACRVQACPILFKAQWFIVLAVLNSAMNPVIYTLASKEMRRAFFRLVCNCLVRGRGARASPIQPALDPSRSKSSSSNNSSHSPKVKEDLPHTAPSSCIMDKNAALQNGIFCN
# The depositor's hits bear a star; & = joins results of further samples.
S1P3 antag	ROMK primary	smiles
8	0.49	Cc1cccc(NC(=O)CN(C)S(=O)(=O)c2cccc3cccnc23)c1C
7	-1.2	CCC(=O)Nc1cccc(C(=O)OC)c1
-7	0.068	Brc1ccc(-c2nn[nH]n2)cc1
3	0.34	Cc1ccc2nc(NCc3ccc(F)cc3)c3nncn3c2c1
-6	-0.56	O=C(NC1CCCCC1)C1CCCN(S(=O)(=O)c2cccc3cccnc23)C1 (configuration not stated)
-54	-0.57	N#Cc1c(NC(=O)c2ccc(Br)o2)n(-c2ccccc2)c2nc3ccccc3nc12
-16	-0.55	Cn1c(N)c(C(=O)Nc2ccc(-c3ccccc3)cc2)sc1=S
2	0.5	CCOC(=O)CCn1c(=S)n(CCC(=O)OCC)c2ccccc21
-23	-0.47	CNC(=S)NNC(=O)c1oc2nc(-c3ccccc3)cc(-c3ccco3)c2c1N
4	0.11	CCOC(=O)NNC(=O)NCCCCCCNC(=O)NNC(=O)OCC
7	0.0029	CC1(C)CC(=O)C(C2C3=C(CC(C)(C)CC3=O)Oc3ccccc32)C(=O)C1 (configuration not stated)
-1	0.64	COc1ccc(C(=O)Nc2ccccc2C(=O)N/N=C/c2ccncc2)cc1OC

# Structural class, the entries above containing bromine
S1P3 antag	ROMK primary	smiles
-7	0.068	Brc1ccc(-c2nn[nH]n2)cc1
-54	-0.57	N#Cc1c(NC(=O)c2ccc(Br)o2)n(-c2ccccc2)c2nc3ccccc3nc12

# Other entries:
S1P3 antag	ROMK primary	smiles
-9	-0.025	O=c1c2ccccc2n(CC(O)CN2CCCCC2)c2ccccc12 (configuration not stated)
1	-0.88	COC(=O)c1ccc(S(=O)(=O)N2CCCN(Cc3ccccc3)CC2)n1C
-12	1.9	c1cnc2ccc3ncccc3c2c1
-4	0.17	Cc1ccc(C(=O)NCC(=O)OC(C)C(=O)Nc2ccc(N3CCOCC3)cc2)s1 (configuration not stated)
6	0.42	Cc1ccc(Sc2cc(C)nc(-c3ccccn3)n2)cc1
-8	0.71	Cn1nc2c3ccccc3n(Cc3ccc(F)cc3)c2nc1=S
-6	-0.18	CCC(=O)N(CCc1ccccc1)Cc1cc2cc(OC)ccc2[nH]c1=O
-25	0.39	COCCCNc1nc(N)c([N+](=O)[O-])c(Nc2cc(OC)ccc2OC)n1
-14	-0.53	Cc1ccnc(NC(=O)c2cc3c(=O)oc4ccc(C)cc4c3s2)c1
4	-1.2	COc1ccc(CC(=O)N/N=C/C=C/c2cccc([N+](=O)[O-])c2)cc1OC
-28	0.27	Brc1cnc2nc[nH]c2c1
-8	-0.18	Cc1ccc(S(=O)(=O)N(Cc2n[nH]c(=S)n2-c2ccccc2)c2ccccc2)cc1
0	0.12	CC1=CCC2C(=O)N(c3ccc(N4CCOCC4)cc3)C(=O)C2C1 (configuration not stated)
8	-0.55	CCOC(=O)/C(C#N)=C/c1c(Oc2cccc(C)c2)nc2ccccn2c1=O
13	-0.39	Cc1ccc(C(=O)O/N=C(\N)c2ccccc2)c(Cl)c1
-22	0.043	O=C(c1ccccc1)c1ccc(Sc2ccc([N+](=O)[O-])cc2)cc1
8	-3.2	Cc1c(C#N)c(O)n(CCO)c(=O)c1N=Nc1ccc2c(c1)COC2=O
3	0.66	CCOc1ccc(N(CC(=O)Nc2ccc(C)c(C)c2)S(=O)(=O)c2c(C)[nH]c(=O)[nH]c2=O)cc1
-11	-3.1	CC(=O)N1C=Cc2c(c(C)c3c([nH]c4ccccc43)c2C)C1
4	-0.67	Nc1nnnn1CC(=O)N/N=C/C=C/c1ccccc1
-1	0.044	COc1ccc(CCN2C(=O)CC(Cc3ccccc3)C2=O)cc1OC (configuration not stated)
0	0.76	O=C(N/N=C/C=C\c1ccccc1[N+](=O)[O-])c1cccnc1
-17	0.06	COc1ccc(OCC(=O)N(Cc2ccco2)C2CCS(=O)(=O)C2)cc1 (configuration not stated)
-6	0.037	COc1ccc(/C=N/n2cnc3c([nH]c4ccccc43)c2=O)cc1CO

# A portion from the list above:
S1P3 antag	ROMK primary	smiles
8	0.49	Cc1cccc(NC(=O)CN(C)S(=O)(=O)c2cccc3cccnc23)c1C
7	-1.2	CCC(=O)Nc1cccc(C(=O)OC)c1
-7	0.068	Brc1ccc(-c2nn[nH]n2)cc1
3	0.34	Cc1ccc2nc(NCc3ccc(F)cc3)c3nncn3c2c1
-6	-0.56	O=C(NC1CCCCC1)C1CCCN(S(=O)(=O)c2cccc3cccnc23)C1 (configuration not stated)

# The results go on.
S1P3 antag	ROMK primary	smiles
-5	0.44	COc1ccc(-n2c(=S)[nH]c3sc4c(c3c2=O)CCN(C)C4)cc1
12	-1.5	Cn1nc(C(C)(C)C)cc1C(=O)NNC(=O)c1ccc(C(F)(F)F)cc1
6	-0.022	O=C(Nc1ccc(CN2CCS(=O)(=O)CC2)cc1)c1ccccc1
0	-2	O=C(CN1CC[n+]2c(-c3ccccc3)csc21)c1ccc(Br)cc1
-1	-4.6*	O=c1c2ccccc2c(C=Nc2ccc(O)cc2)c(O)n1Cc1ccccc1
-7	-0.024	CNC(=S)N/N=C/c1c(C(=O)OC)cnn1-c1ccc(F)cc1F
9	-0.5	CCOC(=O)C(C)Oc1ccc(NC(=O)C(Cl)Cl)cc1 (configuration not stated)
0	0.42	Cn1nc(C(F)(F)F)c(-c2cccc(C(F)(F)F)c2)c1NC(=O)CSCC(=O)O
8	-0.023	O=C(Cn1c(=O)oc2cccnc21)Nc1ccc(C(F)(F)F)cc1
-10	-0.49	S=c1[nH]c(-c2ccccc2)cn1/N=C/c1ccncc1
23	-0.24	Cc1ccc2cc(/C=N/Nc3ccc(C(=O)O)cc3)c(Cl)nc2c1
-4&-5	0.077	S=c1[nH]c2cc3ccccc3cc2[nH]1
17	-0.15	CC(C)Oc1ncnc2c1[nH]c1ccccc12
-2	-0.26	Cn1c(SCC#N)nc2ccccc2c1=O
-26	-0.73	O=C(O)c1ccc(N/N=C/C2=Cc3ccccc3OC2)cc1
-1	1.6	O=C(CSc1nnc2n1CCCN2)c1ccccc1
-11	0.59	CC(C)(C)OC(=O)N1CCC(CNC(=O)c2ccc(F)cc2F)CC1
2	0.71	C=CCSc1nc(O)c(C2OC(=O)c3c2ccc(OC)c3OC)c(=O)n1-c1ccccc1 (configuration not stated)
0	-0.56	CCOc1ccc(/C=C2\SC(=O)N(c3ccc(O)cc3)C2=O)cc1OC
13	-0.26	O=C(O)CC/C(=N/NC(=O)CNC(=O)Cc1ccc(Cl)cc1)c1ccccc1
-3	0.11	CSc1nc(-c2ccc(Cl)cc2)nc(N)c1C#N
6	-0.097	CCC/C(O)=C1\C(=O)CCCC1=NCCc1c(C)[nH]c2ccccc12
4	-1.1	CCN(C(=O)c1cc2c(=O)[nH]c3ccc(C)cc3c2s1)c1ccc(F)cc1
-6	-1.5	O=C(NC(=O)c1ccccc1O)c1ccc(C(F)(F)F)cc1
5	-1.2	O=C(N/N=C/c1cc(Cl)ccc1O)c1ccncc1
-4	-0.12	C/C(=N\O)c1ccc(Cl)c(Cl)c1
5	-1.4	COc1ccccc1NC(=O)Nc1ccccc1N1CCOCC1
4	-0.83	Cc1cc2c(cc1C)CN(c1ccccc1)C2
-6	2	CCOc1ccc(/C(O)=C2/C(=O)C(=O)N(c3ncccn3)C2c2ccc(Cl)cc2)cc1 (configuration not stated)
-8	0.096	CCN(CC)CCn1c2ccccc2c2nc3ccc([N+](=O)[O-])cc3cc21
-13	0.003	O=C(O)c1cc(-c2ccco2)nc2cc3ccccc3cc12
13	-1.1	Cc1cc(Cl)ccc1NNC(N)=S
0	0.62	O=C(O)CSc1nnc(-c2ccccc2)c(-c2ccccc2)n1
0	0.038	C=CCSc1nc2c(cnn2-c2ccccc2)c(=O)n1N
-14	0.53	CC(=O)Nc1cc2cc(NS(=O)(=O)c3ccc(Cl)cc3)ccc2oc1=O
10	-0.78	C#CC(C)(C)NC(=S)NC1CC2C=CC1C2 (configuration not stated)
2	-0.83	Cc1nc(N2CCOCC2)nc(N2CCC(C)CC2)c1[N+](=O)[O-]
-6	0.59	COc1ccc(CNC(=O)COC(=O)CCC(=O)c2cccs2)cc1
-9	-0.12	Cc1nn(Cc2nnc(SCC(=O)Nc3ccc(Cl)cc3)n2C)c(C)c1[N+](=O)[O-]
3	0.3	CC(=O)Nc1ccc(Oc2cncc(Cl)c2)nc1
1	-1.2	COc1cccc(/C=N/n2c(-c3n[nH]c4c3CCC4)n[nH]c2=S)c1OC
-1	0.68	Cc1csc2c(N3CCN(S(=O)(=O)c4ccc(Cl)cc4)CC3)ncnc12
-5	0.19	N/C(=N\OC(=O)c1csnn1)c1ccc(C(F)(F)F)cc1
-3	-0.48	COc1ccccc1NC(=O)C(=O)NNS(=O)(=O)c1ccc2ccccc2c1
2	-0.67	Cc1ccc(S(=O)(=O)N2CCOC2CNC(=O)C(=O)NCCc2ccccc2)cc1 (configuration not stated)
-13	-0.8	NC(=O)CSc1nnc(-c2ccccn2)n1N
-14	-1.6	CCOC(=O)C1CCN(c2ncnc3c(C)csc23)CC1
0	-0.22	CCC/C(O)=C1\C(=O)CCCC1=NCCc1c(C)[nH]c2ccc(C)cc12
-3	0.025	Cc1csc(NC(=O)CN2C(=O)c3ccccc3C2=O)c1C(N)=O
1	-0.62	Cn1c(SCC(=O)N/N=C/c2ccc(O)c(O)c2)nc2ccccc21
-11	0.84	O=S(=O)(Nc1nc(SCc2ccc(Cl)cc2)n[nH]1)c1ccccc1
4	0.018	O=C(O)Cc1csc(NC(=O)CSc2cccc(C(=O)O)n2)n1
14	-1.9	Cc1ccccc1N=C1NC(=O)/C(=C/c2cccn2C)S1
3	0.099	Cc1ccc(S(=O)(=O)NCc2csc(-c3cccs3)n2)cc1
15	3*	COC(=O)COc1cccc2c(=O)n(CC(=O)NCc3ccccc3)ccc12
-2	0.15	Cc1ccccc1Nc1c(-c2ccc(N3CCOCC3)cc2)nc2cnccn12
-15	-1	O=C(NCCN1CCOCC1)C(Sc1ccccc1)c1ccccc1 (configuration not stated)
-1	-0.095	COCCCNC(=S)NNC(=O)c1csc(C)n1
-1	-0.055	Nc1nnc(CC(=O)N/N=C/c2ccccc2OCc2ccccc2F)s1
-13	-0.07	CCOCCCNC(=O)c1c(N)n(-c2ccc3c(c2)OCO3)c2nc3ccccc3nc12

# Brought forward from above: 5 compounds, then new ones.
S1P3 antag	ROMK primary	smiles
-2	0.15	Cc1ccccc1Nc1c(-c2ccc(N3CCOCC3)cc2)nc2cnccn12
-15	-1	O=C(NCCN1CCOCC1)C(Sc1ccccc1)c1ccccc1 (configuration not stated)
-1	-0.095	COCCCNC(=S)NNC(=O)c1csc(C)n1
-1	-0.055	Nc1nnc(CC(=O)N/N=C/c2ccccc2OCc2ccccc2F)s1
-13	-0.07	CCOCCCNC(=O)c1c(N)n(-c2ccc3c(c2)OCO3)c2nc3ccccc3nc12
7	2.3	COC(=O)c1sc(-c2ccc(C(C)(C)C)cc2)cc1NC(=O)CCC(=O)O
11	0.29	O=C(N/N=C\c1ccc(Cl)s1)C1COc2ccccc2O1 (configuration not stated)
-2	0.83	CC(C)NC(=O)CSc1nnc(-c2ccc3ncccc3c2)n1C
10	1	c1ccc(CCN2CN=C(Nc3nc4ccccc4s3)NC2)cc1
-5	0.35	Cc1nc([N+](=O)[O-])cn1CC(O)c1ccc(F)cc1 (configuration not stated)
-2	-0.26	NC(=O)c1cc2c(s1)-c1cc(Cl)ccc1SC2
-3	-0.039	CN1CCN(c2ccccc2NC(=O)c2cc3c(s2)-c2ccccc2OC3)CC1
-2	-1.3	Cc1cc(Cl)ccc1OCC(=O)N/N=C/c1ccc(OC2OC(CO)C(O)C(O)C2O)cc1 (configuration not stated)
-8	-0.66	O=c1c(N2CCOCC2)c(N2CCOCC2)c1=O
3	-0.86	CC12CCC(C(=O)N(CCCCN3CCN(Cc4ccccc4)CC3)C1=O)C2(C)C (configuration not stated)
1	0.49	O=C(C1CCCN(Cc2ccccc2F)C1)N1CCc2ccccc2C1 (configuration not stated)
5	0.059	Cc1cc(C(=O)NNC(=O)c2ccc(Cl)cc2)no1
9	0.052	CNC(=S)NCCc1ccccc1
0	-1.9	Cc1oc(C(N)=O)cc1COc1ccc(C(N)=O)cc1
-4	-0.58	N#CC1=C(N)Oc2c(ccc3cccnc23)C1c1ccncc1 (configuration not stated)
4	0.036	Cc1c(Cl)cccc1NC(=S)NCc1ccco1
-6	-0.038	CCCC[n+]1ccn(-c2nc3ccccc3nc2[N-]S(=O)(=O)c2ccc(Cl)cc2)c1
-3	-0.95	NS(=O)(=O)c1ccc(NC(=O)Nc2ccccc2)cc1
6	-0.12	Cc1ccc(NC(=S)NCCCN2CCOCC2)cc1C
-12	-0.022	c1ccc(-c2nnc(-c3ccccc3)nn2)cc1
-1	-0.035	C/C=N/N(c1ccccc1)c1ccccc1
-20	-0.11	c1ccc(CN2CCOCCOCCOCCOCC2)cc1
31*	2	COc1ccc2[nH]c3c(N4CCc5ccccc5C4)ncnc3c2c1
12	-0.42	O=c1[nH]nc(-c2ccc(F)cc2)cc1Cc1ccccc1
11	-0.059	CCOc1ccc2[nH]c3c(N4CCN(C(=O)c5ccco5)CC4)ncnc3c2c1
2	0.0059	CS(=O)(=O)NNC(=O)c1csc(Cc2c(Cl)sc3ccc(Cl)cc23)n1
-8	-1	COC(=O)c1ccc(COc2ccc(/C=N/NC(=O)C(=O)Nc3ccc(OC)cc3)cc2OC)o1
4	0.69	CCOC(=O)C1CCN(C(=O)Nc2c(-c3ccccc3)noc2C)CC1
4	-0.51	CN(C)/C=C/C(=O)c1c(F)cccc1F
-13	-0.46	COc1cc(OC)cc(C(=O)Nn2cnnc2)c1
4	-0.65	CCC(C)NC(=S)Nc1ccccc1 (configuration not stated)
0	-0.45	S=C1SCN(Cc2ccco2)CN1Cc1ccco1
-5	-0.2	Cc1ccc(Nc2cc(C)c3c(O)cccc3n2)cc1C
-9	-0.46	O=C(c1ccc(CNc2c(N3CCCC3)c(=O)c2=O)cc1)N1CC=C(c2ccccc2)CC1

# Assay outcomes: PubChem, several laboratories

# Only part of the results is shown; count on the stated rates, not on these rows.
